Compound activity: PubChem, several laboratories
SIAE inh: human SIAE inhibition, primary screen; AID 1053197; 370,000 tested, 0.69% active; inhibition, % at 9.66 µM; SIAE FP-Rh probe binding, fluorescence polarization;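 active = inhibition above a cutoff: mean of compounds within the control limits plus 3 SD of those, cut at about 17% in these data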;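 note: 0% = plate median of compound wells and 100% = probe without SIAE protein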
MBD2 DNA inh: blocks human MBD2 binding to methylated DNA | Q9UBB5 | TR-FRET, MBD2 binding to methylated oligonucleotide | inhibition, % at 4.4 µM | 370,000 tested, 0.31% active; in the data active = inhibition above about 13%
TCR-CD3 inh: inhibitors of human TCR-CD3 interaction. 360,000 tested, 0.37% active. TAMRA-labeled TCR probe fluorescence, biochemical. inhibition, % at 9.4 µM; in the data active = inhibition above about 19%;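 note: recombinant mutant TCR 2C K166C tagged with TAMRA read by polarization; 0% = receptor in buffer alone and 100% = receptor with positive control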
HTRA1 inh: HTRA1 (human) protease inhibition | recombinant HTRA1, FP-rhodamine activity-based probe, fluorescence polarization | inhibition, % at 5.96 µM | 340,000 tested, 0.5% active; in the data active = inhibition above about 36%;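 note: 0% = enzyme with DMSO and 100% = wells lacking enzyme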
Target sequence (Q92743 whole entry, looked up): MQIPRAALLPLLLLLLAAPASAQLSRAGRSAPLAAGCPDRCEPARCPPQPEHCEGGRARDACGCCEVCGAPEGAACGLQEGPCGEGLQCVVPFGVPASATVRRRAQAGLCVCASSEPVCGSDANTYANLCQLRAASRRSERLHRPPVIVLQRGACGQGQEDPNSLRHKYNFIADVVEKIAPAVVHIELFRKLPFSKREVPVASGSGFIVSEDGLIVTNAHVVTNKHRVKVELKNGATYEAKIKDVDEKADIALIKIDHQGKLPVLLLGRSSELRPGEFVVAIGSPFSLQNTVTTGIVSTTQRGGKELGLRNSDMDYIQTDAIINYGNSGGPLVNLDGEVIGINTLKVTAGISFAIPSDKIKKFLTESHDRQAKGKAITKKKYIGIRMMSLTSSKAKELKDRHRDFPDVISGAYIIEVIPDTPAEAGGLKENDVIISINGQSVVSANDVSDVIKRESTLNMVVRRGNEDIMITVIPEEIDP
ABHD4 inh: inhibits mouse alpha/beta hydrolase domain 4 | AID 720543 | inhibition, % at 8.92 µM | 370,000 tested, 0.54% active | purified mABHD4, FP-Rh probe fluorescence polarization;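 active = inhibition exceeding the mean over every tested compound plus 3 SD, cut at about 30% in these data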;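 note: 0% = plate median of compound wells and 100% = S159A mutant with DMSO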
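Assay system: mouse ABHD4 enzyme, wild type / Also added: fluorescent activity-based probe FP-Rh / Doses: single nominal dose of 8.92 µM, 0.89% DMSO final / Timing: 45 min compound pre-incubation plus 60 min probe step, 25 °C / Signal: FP readout, ex 525 nm / em 598 nm / Control set: S159A mutant/DMSO as 100%, compound-well median as 0%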
NPR2 activator: GC-B (human) receptor activation; P20594; HEK293-GC-B cells, CNP EC30, cGMP TR-FRET; 0% at EC30 CNP, 100% saturating CNP; activation, % at 10 µM; 370,000 tested, 0.11% active;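 active = activation at 10 µM reaching about 35% in either raw or pattern-adjusted values, limit read from the data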
LEDGF integ inh: blocks HIV-1 LEDGF/p75-dependent DNA integration | TR-FRET IN-LEDGF/p75 DNA integration, Eu/Cy5 | inhibition, % at 3.7 µM | 370,000 tested, 0.64% active | AID 743269;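 active = inhibition above the screen-wide mean plus 3 SD, cut at about 13% in these data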;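 note: signal is the Cy5 over europium emission ratio at 671 and 618 nm; 0% = plate median of compound wells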
TDP2 absorb: TDP2 (human) inhibition, absorbance primary screen; O95551; recombinant TDP2, T5PNP hydrolysis, p-nitrophenol absorbance 415 nm; inhibition, % at 12.8 µM; 370,000 tested, 0.34% active;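 active = inhibition above the mean of all tested compounds plus 3 SD, set per campaign, cut at about 25% in these data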;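 note: 0% = DMSO with enzyme and 100% = buffer with substrate but no TDP2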
Target sequence (O95551 whole entry, looked up): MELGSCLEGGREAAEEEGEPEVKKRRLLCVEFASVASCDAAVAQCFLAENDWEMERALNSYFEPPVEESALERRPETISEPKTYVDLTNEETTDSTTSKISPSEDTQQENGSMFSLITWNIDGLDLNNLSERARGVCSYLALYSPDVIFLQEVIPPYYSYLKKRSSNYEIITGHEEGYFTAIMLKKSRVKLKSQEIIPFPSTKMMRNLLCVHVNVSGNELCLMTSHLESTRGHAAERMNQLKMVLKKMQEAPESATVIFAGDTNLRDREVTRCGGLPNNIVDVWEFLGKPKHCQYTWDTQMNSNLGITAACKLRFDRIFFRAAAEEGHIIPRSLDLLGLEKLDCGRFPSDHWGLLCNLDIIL
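Incubation: 2 h at 37 °C; Test system: recombinant human TDP2; Quantity: enzyme 120 nM; Read-out basis: percent inhibition; Medium: 50 mM Tris-HCl pH 7.5 with Mg2+, KCl, DTT, BSA; Repeats: single replicate; Compound: 12.8 µM single point, 1% DMSO; Signal: epi absorbance; Reagent: 5 mM T5PNP chromogenic substrate; Benchmarks: no-enzyme high, DMSO-plus-enzyme low.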
rCAG RNA binder: r(CAG) repeat RNA binding. TO-PRO-1 dye displacement fluorescence. inhibition, % at 3 µM. 370,000 tested, 1.3% active;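 active = inhibition above the plate cutoff, the mean of all test compounds on that plate plus 3 SD, cut at about 35% in these data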;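 note: 0% = DMSO alone and 100% = 100 µM mitoxantrone as full dye displacement; higher means more dye released from RNA so lower well fluorescence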
PRMT1 FP inh: inhibitors of human PRMT1 | AID 652257 | Q99873 | inhibition, % at 2.79 µM | 370,000 tested, 1.3% active | recombinant PRMT1, activity-based probe fluorescence polarization;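 active = inhibition above about 21% made by adding two undisclosed values, limit read from the data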
An asterisk follows results filed as active; . = not tested or not shown. An excerpt; the hit share may differ from the screen's.

SMILES	SIAE inh	MBD2 DNA inh	TCR-CD3 inh	HTRA1 inh	ABHD4 inh	NPR2 activator	LEDGF integ inh	TDP2 absorb	rCAG RNA binder	PRMT1 FP inh
COc1cccc2c1OCC/C2=N\NC(=O)COc1ccc(C)cc1	-2	1	-1	-3	-4	-7	-5	2	-2	-1
O=C(NCc1ccccc1)c1ccc(NC(=O)C2CCCO2)cc1 (centres undefined)	0	4	0	1	5	-2	-2	5	-3	0
COc1ccc(/C=N/NC(=O)c2cccc(NC(C)=O)c2)c(OC)c1	-10	0	4	-1	0	3	1	2	-2	-3
CCn1c(C2CC(=O)N(Cc3ccccc3)C2)nc2ccccc21 (centres undefined)	-1	1	1	-1	-7	-3	-1	5	-1	5
CNC(=O)[C@H]1O[C@@H](n2cnc3c(NCc4cccc(I)c4)ncnc32)[C@H](O)[C@@H]1O	6	-4	-3	-9	-14	1	5	-8	3	-8
COc1cccc(C(=O)Nc2ccc(NC(=O)c3ccco3)nc2)c1	-3	0	-3	-4	3	2	-2	-17	-2	-1
O=C1ON=C(c2ccccc2)/C1=C\c1ccco1	-4	3	-14	4	-26	42*	12	-4	26	17
CC(C)c1ccc(CNc2ccc([N+](=O)[O-])cn2)cc1	0	-7	8	-17	0	4	1	10	0	1
Cc1cc(C)c2c(-n3cccc3)c(NC(=O)OC(C)C)sc2n1	-2	-2	-2	-31	8	-3	-5	-3	0	4
S=C(Nc1cccc2ccccc12)Nc1cccc2ccccc12	9	-4	0	4	25	1	5	-3	10	3
FC(F)(F)c1ccccc1Cc1c(-c2cccc(Br)c2)nc2ccc(Cl)cn12	0	3	-2	.	11	-2	-14	13	6	-1
O=C(CN1CCOCC1)Nc1cc(Cl)ccc1Cl	-8	1	7	-1	5	3	1	-3	-3	-1
CCC(=O)c1ccc(OCC(=O)OCC(=O)N(C)CC(=O)Nc2ccc(F)cc2)cc1	4	-1	3	2	4	-6	1	-5	0	2
COc1ccc(C(=O)C2CCCN(Cc3ccc4nonc4c3)C2)c(C)c1 (centres undefined)	3	2	-6	-3	3	-8	-5	-3	-5	2
COC(=O)CSc1[nH]c2ccc(F)cc2c1[N+](=O)[O-]	-3	-5	-1	9	-4	-2	-1	-6	-4	21
c1ccc2c(c1)NC1(CCCCC1)n1c-2nc2ccccc21	5	-5	2	-5	6	-6	-2	11	5	1
COc1ccc(/C=C(/C(=O)c2ccc(Cl)cc2Cl)n2cncn2)cc1	-2	3	-3	-6	-3	-7	2	-13	-6	-1
COc1ccc(-c2nn(-c3ccccc3)cc2/C=N/NS(=O)(=O)c2ccccc2)cc1	-32	1	1	-52	-34	-2	-2	-1	27	0
CCc1cc2cccc(C)c2nc1SCC(=O)c1ccc(NC(C)=O)cc1	-16	-3	4	-13	-5	0	0	-8	5	-2
CC(=O)Nc1ccc(NC(=O)C(C)Oc2ccc(Cl)cc2Cl)cc1 (centres undefined)	5	-1	3	-2	-3	-4	5	5	-3	1
O=C(CNC(=O)c1ccc(S(=O)(=O)N2CCCC2)cc1)N/N=C/c1ccco1	12	5	-2	-3	5	4	3	3	6	2
Nc1nnc(SCC(=O)Nc2cc(F)ccc2F)s1	5	-4	3	3	3	-1	2	2	-3	0
O=C1CSC(=NC(=O)c2ccccc2)N1	-4	0	-1	-4	3	1	1	2	4	78*
COc1ccc(NC(=O)N(Cc2cc3cc(OC)ccc3[nH]c2=O)CC2CCCO2)cc1 (centres undefined)	6	-2	1	0	1	2	1	3	-1	3
CCN1C(=O)/C(=C2\SC(N3CCOCC3)=NC2=O)c2ccccc21	-3	-8	-4	-9	-4	-6	0	-13	2	3
O=C(/C=C/c1ccc2ccccc2n1)N1CCN(c2ccccc2)CC1	-3	-7	2	-2	-2	-3	3	1	2	3
CC(=O)c1c(C)[nH]c(C(=O)Nc2cc(S(=O)(=O)N3CCCCC3)ccc2C)c1C	-6	-1	-3	5	-2	3	4	-9	2	-3
CCOc1cc(/C=C/C(=O)c2ccc(C)cc2)ccc1OCC(=O)N(C)C	1	-3	3	-3	-18	-2	1	5	-4	0
O=C(CC1CCCC1)Nc1cc(S(=O)(=O)N2CCOCC2)ccc1O	-3	-2	1	-1	4	-1	3	-9	2	4
N#CCC(=O)N1CCN(C=O)CC1	-1	0	1	-14	0	4	-6	-4	-2	0
Cc1ccc(NC(=O)CN(C)S(=O)(=O)c2cnc[nH]2)cc1C	-1	-1	6	4	6	6	-2	1	0	-3
OC(c1cc(-c2ccc(Cl)cc2)nc2ccccc12)C1CCCCN1 (centres undefined)	-2	-1	-10	2	10	-6	-3	-9	21	-6
N#Cc1cnn2c(-c3cccc(C(F)(F)F)c3)ccnc12	2	-7	3	.	-3	-8	7	-18	3	-3
Nc1ncc(Br)cc1S(=O)(=O)NCCC(=O)NCCc1ccc(Cl)cc1	13	-2	1	-14	-3	-12	3	15	1	-6
COc1ccc(-c2cnc3c(NC=O)cc(-c4cccc(NS(C)(=O)=O)c4)cn23)cc1OC	-7	-1	-4	.	7	28	-5	6	10	2
CC(C)N(C(=O)COC(=O)c1ccccc1C(=O)c1ccc(Cl)c([N+](=O)[O-])c1)C(C)C	-1	-1	7	-8	1	-18	-1	3	-7	-4
COc1cc2c(cc1/C=C1/NC(=O)N(CC(=O)Nc3ccccc3)C1=O)OCO2	-7	3	1	2	3	4	5	-12	5	-3
CCOC(=O)N1CCN(C(=O)C[C@H]2C[C@@]3(C(=O)OC)C(=C[C@H](C(C)(C)C)O[C@@H]3C)N(Cc3ccccc3)C2=O)CC1	-6	-1	0	.	5	-1	-3	-3	1	0
C[C@H](NC(=O)OC(C)(C)C)c1nnc(SCC(N)=O)o1	5	-7	-1	-2	2	1	2	-8	-1	0
COCc1ccc(C(=O)N2CCc3c([nH]c4ccccc34)C2c2ccccn2)s1 (centres undefined)	8	7	5	-11	-6	2	-4	4	-3	1
CCOC(=O)C(C)Sc1nnc(-c2ccccc2O)n1-c1ccc(C)cc1 (centres undefined)	4	-1	10	0	-5	-4	-1	2	-6	-1
CCC(C(=O)Nc1c(C)cccc1C)n1c(-c2cnc(C)cn2)nc2ccccc21 (centres undefined)	3	-1	-2	.	5	0	-4	-3	-1	4
O=C(CSc1ncn[nH]1)Nc1c(F)cc(F)cc1Br	-6	-1	-2	0	4	6	1	7	0	-1
CCc1ccccc1NC(=O)/C(C#N)=C/c1ccc(Sc2ccccc2)o1	-6	2	4	-20	-4	-5	1	-3	0	-4
CSc1nc(SCC(=O)NCc2ccco2)c2c3c(sc2n1)COC(C)(C)C3	-6	-2	1	-4	-3	-6	8	-7	20	38*
O=[N+]([O-])c1ccc(-c2cc(-c3ccncc3)nc3ccc4ccccc4c23)cc1	-3	6	5	12	4	6	3	-2	0	-3
CCOCC(=O)Nc1ccc(S(=O)(=O)Nc2ncccn2)cc1	-4	1	0	1	3	8	-1	4	2	2
COc1ccc(C(=O)OCC(=O)c2c[nH]c3ccccc23)cc1OC	1	14*	-2	-12	0	-1	0	3	5	1
O=C(CN1CCN(C(=O)c2ccccc2)CC1)Nc1cc(S(=O)(=O)N2CCCC2)ccc1Cl	2	2	6	1	3	1	-1	7	2	-2
CC1(NC(=O)Cc2ccc(Cl)c(Cl)c2)CCS(=O)(=O)C1 (centres undefined)	-3	6	-4	-15	-8	1	1	-5	6	5
Continued:
SMILES	SIAE inh	MBD2 DNA inh	TCR-CD3 inh	HTRA1 inh	ABHD4 inh	NPR2 activator	LEDGF integ inh	TDP2 absorb	rCAG RNA binder	PRMT1 FP inh
O=Cc1c(Nc2ccccc2Cl)nc2ccccn2c1=O	0	-4	4	8	6	8	-5	12	2	-3
CCOC(=O)c1c(C)[nH]c(C(=O)C(C)Cl)c1C (centres undefined)	-1	0	-5	-2	-1	9	2	5	-2	0
C=CCSC1=N/C(=C\c2ccsc2)C(=O)S1	-9	7	-11	-7	7	0	3	-7	7	1
COc1cccc2c1C(=O)c1c(O)c3c(c(O)c1C2=O)C[C@@](O)(C(=O)CO)C[C@@H]3O[C@H]1C[C@H](N)[C@H](O)[C@H](C)O1	39*	110*	137*	63*	52*	-14	13	6	10	129*
CCCc1cc(=O)[nH]c(SCC(=O)Nc2nonc2C)n1	-2	-4	6	-3	0	-2	1	2	1	-5
CCCCn1cnc2c(c1=O)c1nc3ccccc3nc1n2Cc1ccc2c(c1)OCO2	1	-1	1	-4	4	52*	7	-21	8	-5
N#Cc1ccc(S(=O)(=O)N2CCCc3nc(-c4ccc(F)cc4)ccc32)cc1	-5	1	3	.	-2	-8	0	6	3	1
Cc1ccc(NS(=O)(=O)c2c(C)[nH]c(C)c2C(=O)N2CCCCC2)c(Cl)c1	7	-5	8	-1	2	-8	-4	2	-2	2
COc1ccc2nc3ccccc3nc2c1NC(=O)c1ccccc1Cl	-5	-10	1	1	-2	-4	1	-9	0	-1
O=C(c1cccs1)C1CCN(c2ncnc3sccc23)CC1	2	-1	.	.	-4	-7	3	2	.	-1

In the list so far, 2 have a tert-butyl group:
SMILES	SIAE inh	MBD2 DNA inh	TCR-CD3 inh	HTRA1 inh	ABHD4 inh	NPR2 activator	LEDGF integ inh	TDP2 absorb	rCAG RNA binder	PRMT1 FP inh
CCOC(=O)N1CCN(C(=O)C[C@H]2C[C@@]3(C(=O)OC)C(=C[C@H](C(C)(C)C)O[C@@H]3C)N(Cc3ccccc3)C2=O)CC1	-6	-1	0	.	5	-1	-3	-3	1	0
C[C@H](NC(=O)OC(C)(C)C)c1nnc(SCC(N)=O)o1	5	-7	-1	-2	2	1	2	-8	-1	0

(more compounds)
SMILES	SIAE inh	MBD2 DNA inh	TCR-CD3 inh	HTRA1 inh	ABHD4 inh	NPR2 activator	LEDGF integ inh	TDP2 absorb	rCAG RNA binder	PRMT1 FP inh
O=C(CCc1nc(-c2ccccc2)no1)NC1CCCCC1	4	-4	-5	-3	-13	-2	10	-15	4	0
Nc1ncnc2c1ncn2[C@@H]1O[C@H](C(=O)N2CCSC2)[C@@H](O)[C@H]1O	2	-1	5	.	2	-10	5	-8	2	3
CCOc1ccc(CN(C)C(=O)CNC(=O)Cc2cccc3ccccc23)cc1	-9	1	-3	1	-8	-1	2	14	-5	1
CCOCCN1CCN(c2c(CC)c(C)nc3cc(-c4cc(OC)cc(OC)c4)nn23)CC1	-1	-4	4	-40	-2	8	5	-1	2	-2
O=C([C@@H]1CC=C[C@@H]2CCN(C3CC3)C(=O)[C@@H]21)N1CCN(c2ccccc2)CC1	2	-1	1	-6	-1	2	-2	-1	0	1
O=C(OCN1C(=O)c2ccccc2C1=O)c1ccccc1	-3	1	2	0	0	3	0	-9	0	-1
Cc1cc(N2CCN(Cc3nc(-c4ccc(Cl)cc4)oc3C)CC2)cc(C)n1	-5	3	2	2	2	-6	-2	0	7	6
CN(C(=O)CSc1nnc2ccccn12)c1c(N)n(Cc2ccccc2)c(=O)[nH]c1=O	2	1	2	6	1	2	0	4	0	1
CC1CCOC2(O1)C(=O)N(CN1CCN(c3ccccc3F)CC1)c1ccccc12 (centres undefined)	8	-2	6	2	1	9	0	2	-2	-3
CN(C)Cc1c(C(=O)N/N=C/c2cccc(OCc3ccc(F)cc3)c2)nnn1-c1nonc1N	4	3	-4	-9	-1	1	-7	2	2	5
COc1ccc(NC(=O)c2ccc3c(c2)OCO3)cc1[N+](=O)[O-]	2	-3	0	-2	-2	-4	7	-4	-2	-1
